Screens (PubChem BioAssay)
Mito fusion yeast – qHTS Assay for Small Molecule Inhibitors of Mitochondrial Division or Activators of Mitochondrial Fusion; actives 0.23% (n = 320,000); S. cerevisiae fusion-defective mutant growth rescue, CellTiterGlo 48 h; Potency, µM (titrated, usually from 46.1 µM), for the others: at the highest dose growth rescue (activation), actives largely listed as activators; AID 485298, 2010;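 also: potency is read from the fitted curve at half-maximal effect; % of control where 0% means no effect; nearly all actives have a fitted effect of over 45% in size; temperature-sensitive fusion mutants such as fzo1-1 at 37 °C on non-fermentable ethanol glycerol medium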
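Read-out: ATP-based luminescence (CellTiterGlo, 10 min ambient) reporting growth of fusion-defective ts yeast after 48 hours at 37C on glycerol/ethanol YPEG medium in the presence of compound.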
ELG1 DNA repair – qHTS screen for small molecules that inhibit ELG1-dependent DNA repair in human embryonic kidney (HEK293T) cells expressing luciferase-tagged ELG1. Potency, µM (top dose mostly 46.1 µM), without a hit: top-dose activity change, negative = inhibition, most hits filed as inhibitors. AID 504467, 2011. actives 2.3% (n = 330,000). HEK293T ELG1-luciferase reporter, luminescence, 16 h; DNA damage induced by 5-fluorouridine; also: potency is read from the fitted curve at half-maximal effect; % is scaled to controls: 0 for no effect and ±100 for the full control effect; nearly all actives have a fitted effect of over 55% in size
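DMSO vehicle served as the neutral condition. Each well held 2,000 cells given 5-fluorouridine plus compound; after 16 hr at 37 °C/5% CO2, ONE-Glo was added and luciferase measured 30 min later.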
uPA generation – qHTS for Inhibitors of Cell Surface uPA Generation; cell surface uPA generation assay, qHTS; actives 0.31% (n = 330,000); AID 540303, 2011; Potency, µM (highest dose often 38.3 µM), for inactives: at the highest dose activity change, negative = inhibition, most hits filed as inhibitors; active = well fitted inhibition curve with a large enough effect; inconclusive = small, poorly fitted or top-dose-only effect; inactive = no such curve, though single readings can be large or run the other way; tested in mouse RAW 264.7 cells; also: potency is read from the fitted curve at half-maximal effect; % is scaled to controls: 0 for no effect and ±100 for the full control effect; nearly all actives have a fitted effect of over 55% in size
USP2a inh – qHTS Assay for Inhibitors of Ubiquitin-specific Protease USP2a Using CHOP2 as the Reporter; Potency, µM (top dose mostly 38.3 µM), inactives show top-dose activity change, negative = inhibition, actives largely listed as inhibitors; USP2 core, Ub-CHOP2 coupled fluorogenic reporter, 485/531; actives 0.01% (n = 330,000); AID 463254, 2010; Ubiquitin carboxyl-terminal hydrolase 2 (Homo sapiens), O75604;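 also: potency is read from the fitted curve at half-maximal effect; plate controls were DMSO wells for no effect and full inhibition by NEM control for full effect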
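USP2 core (10nM final) preincubated 30min RT with compound in 20mM Tris-HCl pH 8.0, 2mM CaCl2, 2mM beta-mercaptoethanol, 0.05% CHAPS; 25nM Ub-CHOP2 plus 25nM reporter substrate added, fluorescence (Ex485/Em531) read after 60min.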
Eya2 phos inh – qHTS Assay for Inhibitors of the Phosphatase Activity of Eya2; Protein phosphatase EYA2 (Homo sapiens), O00167; recombinant Eya2, OMFP fluorescence dephosphorylation (OMFP is methylfluorescein phosphate); Potency, µM (doses to about 76.9 µM), without a hit: at the top dose activity, negative = inhibition, most hits filed as inhibitors; actives 0.006% (n = 330,000); AID 488837, 2010; also: potency is read from the fitted curve at half-maximal effect; % is scaled to controls: 0 for no effect and ±100 for the full control effect
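Eya2 protein (added as 0.2 uM solution) was preincubated with compound for 10 min at ambient temperature in 50 mM HEPES pH 7.5, 50 mM NaCl, 5 uM MgCl2, 0.05% BSA, 1 mM DTT. OMFP (added at 50 uM) then reacted 10 min; fluorescence read at 485/525 nm.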
TSHR antagonist – Antagonists of the Thyroid Stimulating Hormone Receptor: HTS campaign. Thyrotropin receptor (Homo sapiens), P16473. TSHR-expressing cells, TSH-stimulated cAMP HTRF, 2 h; active compounds read low. activity change, negative = inhibition, % at 11.5 µM. actives 0.2% (n = 330,000). AID 504810, 2011;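 active = activity change below a set negative limit, meaning inhibition stronger than a set level, cut at about -70% in these data; inconclusive = activity change between two set negative limits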; also: % is scaled to controls: 0 for no effect and ±100 for the full control effect
Target sequence (P16473 whole entry, looked up): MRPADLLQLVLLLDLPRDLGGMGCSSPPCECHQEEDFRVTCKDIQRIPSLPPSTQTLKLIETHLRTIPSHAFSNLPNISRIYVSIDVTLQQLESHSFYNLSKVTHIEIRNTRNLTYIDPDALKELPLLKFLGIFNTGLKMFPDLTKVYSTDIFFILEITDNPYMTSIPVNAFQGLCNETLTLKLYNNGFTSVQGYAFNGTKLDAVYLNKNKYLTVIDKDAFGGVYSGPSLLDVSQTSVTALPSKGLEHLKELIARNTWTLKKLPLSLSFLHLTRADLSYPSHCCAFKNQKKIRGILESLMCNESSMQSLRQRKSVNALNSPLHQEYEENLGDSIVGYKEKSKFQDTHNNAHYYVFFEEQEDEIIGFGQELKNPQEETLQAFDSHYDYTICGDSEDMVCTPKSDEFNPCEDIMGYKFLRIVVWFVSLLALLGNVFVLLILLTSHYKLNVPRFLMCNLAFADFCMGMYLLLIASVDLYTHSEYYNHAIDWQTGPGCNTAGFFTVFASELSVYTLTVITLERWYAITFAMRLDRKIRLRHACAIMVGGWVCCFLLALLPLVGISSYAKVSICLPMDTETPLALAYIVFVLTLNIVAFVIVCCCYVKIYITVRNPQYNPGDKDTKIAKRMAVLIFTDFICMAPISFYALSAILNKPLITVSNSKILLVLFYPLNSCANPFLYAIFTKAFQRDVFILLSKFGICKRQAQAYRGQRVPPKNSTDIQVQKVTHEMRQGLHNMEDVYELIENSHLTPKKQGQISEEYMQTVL
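Antagonism was scored as loss of TSH-driven cAMP in TSHR cells, stimulated with 4nM TSH (EC80) for 2 hours at 37 deg C and detected by homogeneous HTRF competition immunoassay.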
TCR act – Activators of T cell receptors: qHTS campaign; primary human leukocytes, anti-CD3, IL-2 HTRF, 48 h; Potency, µM (titrated, usually from 9.22 µM), for inactives: top-dose activation of IL-2 secretion, usual class: activators; 330,000 tested, under 10 active; also: % of control where 0% means no effect
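IL-2 produced over 48 hr by a-CD3 bead-stimulated primary human leukocytes exposed to compounds was detected with a homogeneous time-resolved FRET immunoassay, 665nm acceptor signal after 320nm excitation.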
Chronic BCR inh – qHTS Assay to Find Inhibitors of Chronic Active B-Cell Receptor Signaling; ABC-DLBCL IkBa-CBG/CBR reporter, luminescence ratio, 4 h; Potency, µM (top dose mostly 46.1 µM), for the others: at the highest dose ratio change, negative = lower green/red ratio, usual class: inhibitors; actives 0.05% (n = 340,000); active = well fitted inhibition curve with a large enough effect in the signal ratio, with a control signal flat, not every such curve was filed as active; inconclusive = small, poorly fitted or top-dose-only effect, or effect the other way, or a change in a side signal; the % refers to the signal ratio;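 also: potency is read from the fitted curve at half-maximal effect; plate controls were basal doxycycline-induced cells for no effect and cells given 10 µM MG132 for full effect; MG132 reads +100%, hits lower the ratio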
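TMD8 human ABC-DLBCL cells with doxycycline-inducible IκBα–green luciferase fusion and unfused red luciferase, in 0.5% FBS medium; compounds up to 46 uM, 4 h at 37C. Green/red luminescence ratio, filter-overlap corrected, fitted to concentration-response curves.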
TSG101-PTAP inh – qHTS Assay for Iinhibitors of HIV-1 Budding by Blocking the Interaction of PTAP/TSG101; 340,000 tested, under 10 active; Fluorescence polarization, FITC-PTAP peptide / Tsg101 binding; Potency, µM (series often up to 115 µM), for inactives: at the top dose activity change, negative = inhibition, usual class: inhibitors; Tumor susceptibility gene 101 protein (Homo sapiens), Q99816; active = well fitted inhibition curve with a large enough effect in the main read-out, with a control signal flat, not every such curve was filed as active; inconclusive = small, poorly fitted or top-dose-only effect, or effect the other way, or a change in a side signal; inactive = no such curve, though single readings can be large or run the other way; also: potency is read from the fitted curve at half-maximal effect; % of control where 0% means no effect
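Fluorescence anisotropy tracks displacement of a FITC-tagged PTAP peptide (50 nM) from the Tsg101 binding domain (10 uM), following a 20 min room-temperature incubation at pH 7.5.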
Tb PFK block – qHTS Assay to Find Inhibitors of T. brucei phosphofructokinase; ATP-dependent 6-phosphofructokinase (Trypanosoma brucei brucei), O15648; T. brucei PFK, ADP-Glo luminescence; Potency, µM (titrated, usually from 57.5 µM), inactives show at the highest dose activity, negative = inhibition, actives largely listed as inhibitors; actives 0.17% (n = 330,000);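 also: potency is read from the fitted curve at half-maximal effect; 0% = uninhibited 1x PFK enzyme wells and -100% = no-enzyme wells; nearly all actives have a fitted effect of over 60% in size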
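In TEA buffer at pH 8.0 with 5 mM MgCl2, enzyme (1.25 nM) converted F6P (0.5 mM) and ATP (0.1 mM) for 45 min at room temperature. ADP product was read by luciferase luminescence.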
B2AR arrestin – qHTS assay of beta-arrestin-biased ligands of beta2-adrenergic receptor. beta-arrestin recruitment to beta2AR, cell-based reporter. Potency, µM (top dose mostly 46.1 µM), without a hit: at the top dose activation, actives largely listed as activators. AID 492947, 2010. Beta-2 adrenergic receptor (Homo sapiens), P07550. actives 0.02% (n = 330,000);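 also: potency is read from the fitted curve at half-maximal effect; 0% = DMSO controls and full agonism = EC100 isoproterenol or metaproterenol; nearly all actives have a fitted effect of over 65% in size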
Active calls of the source: *; ? = inconclusive; nt = no result given; [ ] = another dose, or the depositor's remark. Unless noted, calls follow the shape of the dose curve; as a rule, active = well fitted curve in the direction sought with a large enough effect; inconclusive = small, poorly fitted or top-dose-only effect, or another doubt; inactive = no such curve, though single readings can be large; an effect the other way counts as inactive or inconclusive.

SMILES	Mito fusion yeast	ELG1 DNA repair	uPA generation	USP2a inh	Eya2 phos inh	TSHR antagonist	TCR act	Chronic BCR inh	TSG101-PTAP inh	Tb PFK block	B2AR arrestin
CCc1ccc(C(=O)Nc2ccc(OC)c(S(=O)(=O)N3CCOCC3)c2)cc1	2%	?	-10%	1%	-9%	-10	0%	2%	-4%	-3%	-0.2%
COc1ccc(C(Nc2cc(C)ccn2)c2ccc3ccc(C)nc3c2O)cc1 (configuration not stated)	1%	?	-4%	2%	7%	-3	7%	?	-1%	4%	0.1%
COc1ccc(-c2ccc(=O)n(CC(=O)Nc3ccc4c(c3)OCCO4)n2)cc1	0%	13%	-3%	-1%	-2%	0	5%	?	0%	8%	-0.1%
O=C1Nc2ccccc2/C1=C/C(=O)c1cccs1	-1%	-3%	-11%	1%	13%	-19	3%	?	-2%	-26%	0.0%
CCCC(C)n1[nH]c(=O)cc1N (configuration not stated)	1%	9%	8%	0%	-3%	9	5%[46.1 µM]	2%	-3%	-3%	-0.3%
Fc1ccccc1/C=C/c1ccc2ccccc2n1	2%	?	11µM*	0%	-10%	-1	-4%[46.1 µM]	?	-1%	-10%	-2.1%
CCc1n[nH]c(=O)c2cc3cc(OC)ccc3n12	-6%	27%	-5%	1%	-12%	1	1%	2%	-6%	-6%	-0.6%
COc1cc2c(cc1OC)CN(C(=O)COc1ccccc1[N+](=O)[O-])CC2	27%	-16%	-3%	2%	-5%	23	-5%	?	-3%	?	0.2%
CCOC(=O)N1CCN(S(=O)(=O)c2ccc([N+](=O)[O-])cc2)CC1	4%	-14%	0%	8%	3%	7	-6%	1%	0%	8%	-0.2%
Cc1ccc(C)c(N(CC(=O)NC2CCCC2)C(=O)c2oc(C(C)(C)C)cc2C)c1	24%	-20%	7%	-8%	-42%	-11	-1%	?	-3%	-2%	0.2%
CC(C)CN(CC(C)C)S(=O)(=O)N1CCC(C(=O)NCCc2ccc(Cl)cc2)CC1	1%	-18%	12%	1%	-23%	14	1%	5%	?	4%	-0.9%
Cc1ccc(S(=O)(=O)c2nnn3c2nc(N2CCC(C(N)=O)CC2)c2ccccc23)cc1C	-3%	-6%	3%	-2%	10%	-30	8%	3%	-4%	-1%	0.4%
Cc1cccc(CCN(C(=O)c2snc(C(N)=O)c2N)C(C(=O)NCC2CCCO2)c2ccc(F)cc2)c1 (configuration not stated)	1%	-17%	-5%	2%	1%	-6	4%	-6%	-8%	-3%	0.4%
CCCCCCOC(=O)Cc1c(C)nc(N)[nH]c1=O	0%	0%	-5%	0%	2%	0	-2%	8%	-6%	-5%	-0.4%
Cc1nnc(SCC(=O)N2CCCc3ccccc32)[nH]c1=O	-2%	13%	-3%	4%	14%	6	-2%	-5%	-5%	2%	-0.1%
O=C(CSc1nnc(SCc2cccc3ccccc23)s1)N/N=C/C=C/c1ccccc1[N+](=O)[O-]	1%	?	-8%	0%	4%	8	3%[46.1 µM]	?	-2%	2%	-1.5%
COCC(=O)N(CCc1ccc(OC)c(OC)c1)Cc1cc2cc(C)ccc2nc1Cl	-15%	16µM*	-2%	1%	13%	-16	3%	-9%	-1%	0%	0.1%
COc1ccc(S(N)(=O)=O)cc1C(=O)N(C)CC(=O)Nc1ccc(N2CCOCC2)cc1	3%	?	?	-3%	-11%	15	1%	5%	-2%	-20%	-0.6%
COC(=O)C1=C2SC(C)C(=O)N2C(N)=C(C#N)C1c1cc(OC)c(OC)c(OC)c1 (configuration not stated)	0%	7%	6%	1%	7%	3	-2%	3%	-2%	2%	-0.1%
O=C(Nc1ccc(Cl)cn1)Nc1ccccc1F	1%	?	1%	3%	-24%	-1	-6%[46.1 µM]	7%	-11%	1%	-1.0%
COc1ccc2c(c1OC)C(=O)OC2Nc1ccc(S(=O)(=O)N=C(N)N)cc1 (configuration not stated)	1%	3%	15%	1%	15%	-6	-3%	3%	-9%	1%	-0.6%
O=C(NC1CCN(c2ncccn2)CC1)c1ccccc1F	3%	?	19%	1%	9%	-1	-4%	5%	-3%	-2%	-0.5%
CCOC(=O)C1=C(C)NC(=O)NC1c1cccc(OC)c1OCc1ccccc1Cl (configuration not stated)	-2%	-11%	nt	1%	6%	-8	-1%	?	2%	5%	0.2%
O=C(O)c1ccc(NC(=O)c2cn(-c3ccccc3)nc2-c2cccc(Cl)c2)cc1	5%	-4%	-8%	-3%	7%	-19	1%	-3%	-4%	-3%	-0.2%
CSCCC1NC(=O)N(CC(=O)N2N=C(c3ccc(Cl)cc3)CC2c2ccco2)C1=O (configuration not stated)	2%	-16%	-11%	7%	6%	-1	4%	?	-7%	0%	-0.2%

Shown as a hit in uPA generation, of those listed so far:
Compound,Mito fusion yeast,uPA generation,USP2a inh,Eya2 phos inh,TSHR antagonist,TCR act,Chronic BCR inh,TSG101-PTAP inh,Tb PFK block,B2AR arrestin
Fc1ccccc1/C=C/c1ccc2ccccc2n1,2%,11µM*,0%,-10%,-1,-4%[46.1 µM],?,-1%,-10%,-2.1%

Carrying on:
SMILES	Mito fusion yeast	ELG1 DNA repair	uPA generation	USP2a inh	Eya2 phos inh	TSHR antagonist	TCR act	Chronic BCR inh	TSG101-PTAP inh	Tb PFK block	B2AR arrestin
Cc1ccccc1N1CCN(C(=O)c2ccc(Oc3ccc(C(F)(F)F)cn3)cc2)CC1	23%	?	nt	0%	-19%	-23	2%	?	1%	-9%	0.1%
CC(C)CN(C(=O)Cn1c(C(F)(F)F)nc2ccccc21)C1CCS(=O)(=O)C1 (configuration not stated)	0%	0%	8%	0%	15%	10	3%	-3%	-2%	-12%	0.0%
CCCCNc1c(-c2ccc(OC)c(SC(C)CC)c2)nc2cc(C)ccn12 (configuration not stated)	nt	?	-20%	-12%	23%	-46	-2%	?	-2%	3%	0.1%
COCCn1c(SCC(=O)NNC(=O)c2ccccc2)nc2ccccc21	nt	15%	0%	4%	-13%	-1	-11%[46.1 µM]	-14%	-5%	0%	-0.3%
O=C(CSc1nnc(-c2ccc(F)cc2)o1)NC1CCCCC1	0%	1%	-21%	0%	-6%	5	-12%	12%	2%	-2%	0.1%
O=C(COC(=O)Cc1n[nH]c(=O)c2ccccc12)Nc1c(Cl)cccc1C(F)(F)F	11%	0%	-9%	0%	-14%	-10	-8%	0%	2%	-6%	0.1%
NC(=O)c1cc(Cl)cn(-c2ccccc2)c1=O	1%	12%	-7%	2%	-5%	2	-1%	?	-1%	-1%	0.0%
CCOC(=O)CSc1nnc2n1C(C)(C)Cc1ccccc1-2	-5%	2%	0%	0%	-12%	19	-4%[46.1 µM]	-4%	-7%	-21%	0.0%
Cc1ccc(-c2noc(-c3ccccc3C(=O)N3CCOCC3)n2)cc1	-4%	?	nt	1%	3%	-3	nt	?	-9%	-1%	-0.1%
Cc1cccc2sc(N(CCN(C)C)C(=O)C3CCN(S(=O)(=O)c4cccs4)CC3)nc12	-4%	-16%	2%	-2%	0%	12	-4%	1%	0%	2%	0.2%
